PI5P4Ka inh = qHTS for Inhibitors of phosphatidylinositol 5-phosphate 4-kinase (PI5P4K); Phosphatidylinositol 5-phosphate 4-kinase type-2 alpha (Homo sapiens), P48426; PI5P4Kalpha enzyme, ADP-Glo luminescence, 60 min; stronger effect = lower value; max response, %; 1.2% of 330,000 active; active = max response of -50% or lower; inconclusive = between -30% and -50%; inactive = -30% or higher; note: value at the top dose of about 77 µM; % is set by controls: 0 for no effect and ±100 for the full control effect
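qHTS, 1536-well: enzyme/substrate mix, compound by pin tool, 5 microM ATP final; RT 60 min; ADP-Glo reagents 1 (45 min) then 2 (30 min); luminescence.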
EPAC1 antagonist = qHTS for Antagonist of cAMP-regulated guanine nucleotide exchange factor 3 (EPAC1): primary screen; Rap guanine nucleotide exchange factor 3 (Homo sapiens), O95398; EPAC1 GEF assay, Rap1b-BODIPY-GDP exchange fluorescence; Potency, µM (highest dose often 115 µM), for inactives: at the highest dose activity change, negative = inhibition, usual class: inhibitors; 0.14% of 360,000 active; AID 720709, 2013;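 note: potency is the fitted concentration of half-maximal effect; plate controls were vehicle for no effect and positive control for full effect; nearly all actives have a fitted effect of over 50% in size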
IL-2 act = qHTS of IL-2 Activators; activation, % (series mostly up to about 46 µM); 0.065% of 360,000 active; IL-2 activation reporter assay, cell-based qHTS; stimulated with anti-CD3/CD4/CD28 beads; in transgenic mouse T cells; in the data active = activation above about 50%; inconclusive = mostly about 30% to 49%; note: 0% is about no effect
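EGFP and DsRed fluorescence is measured by plate cytometry in unstimulated transgenic mouse T cells exposed to compound for 60 minutes, then stimulated 18 hours at 37 degrees C with anti-CD3/anti-CD4 beads plus anti-CD28.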
FUS yeast rescue = qHTS for Suppressors of FUS Proteinopathy: Primary screen using FUS-linked yeast assay. S. cerevisiae FUS-expressing, growth rescue, OD600, 24 h. Potency, µM (series often up to 76.6 µM), without a hit: top-dose growth rescue (activation), hits mostly activators. 0.24% of 390,000 active;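 note: potency is the fitted concentration of half-maximal effect; plate controls were DMSO vehicle for no effect and reference control for full effect; nearly all actives have a fitted effect of over 55% in size; some results filed as inactive show a strong effect at the top dose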
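Steps: raffinose overnight preculture; dilution to OD 0.005 in 2% galactose minimal medium; compound addition (concentration series); 24hr at 30C, 99% humidity; absorbance read at 600 nm.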
EPAC1 agonist = qHTS for Agonist of cAMP-regulated guanine nucleotide exchange factor 3 (EPAC1): primary screen. 0.073% of 360,000 active. EPAC1 agonist qHTS, biochemical assay; response scale: 100% = response to 6.5 mM cAMP. Potency, µM (series often up to 154 µM), for inactives: at the highest dose activation, usual class: activators. AID 720707, 2013; note: potency is the fitted concentration of half-maximal effect; nearly all actives have a fitted effect of over 60% in size
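Nucleotide exchange assay: 100 nM EPAC1 with 250 nM Rap1B loaded with BODIPY-GDP and 50 uM GDP, room temperature. Fluorescence (480/540 nm) read every 5 min for 30 min; signal change normalized to 6.5 mM cAMP as full agonist.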
Abeta yeast res = qHTS for compounds that reverse cellular toxicity of Amyloid beta (A-beta) peptide in yeast: Primary Screen. yeast expressing A-beta42, growth rescue, OD600, 48 h; response scale: 0% DMSO, 100% iron-clioquinol control. Potency, µM (series often up to 46.1 µM), for the others: top-dose growth rescue, hits mostly activators. 0.063% of 410,000 active. AID 1347071, 2019; note: potency is the fitted concentration of half-maximal effect; nearly all actives have a fitted effect of over 55% in size
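Growth rescue measured by 600 nm absorbance after 48 h yeast culture at 30 C with compound. Values normalized between DMSO and an equimolar ferric chloride plus clioquinol control.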
PLK1 PBD block = qHTS for Inhibitors of PLK1-PDB (polo-like kinase 1 - polo-box domain): Primary Screen | AID 720504, 2013 | Plk1 PBD binding of FITC phosphopeptide, fluorescence polarization | Serine/threonine-protein kinase PLK1 (Homo sapiens), P53350 | 2.8% of 360,000 active | Potency, µM, inactives show max response, negative = inhibition, usual class: inhibitors; note: potency is the fitted concentration of half-maximal effect; series mostly up to about 57 µM; % is set by controls: 0 for no effect and ±100 for the full control effect; nearly all actives have a fitted effect of over 65% in size
WRN inhibitor = qHTS for Inhibitors of WRN Helicase; Bifunctional 3'-5' exonuclease/ATP-dependent helicase WRN (Homo sapiens), Q14191; WRN helicase unwinding, fluorescent forked duplex, kinetic; Potency, µM (top dose mostly 114 µM), without a hit: at the top dose activity change, negative = inhibition, actives largely listed as inhibitors; 0.46% of 360,000 active; note: potency is the fitted concentration of half-maximal effect; % is set by controls: 0 for no effect and ±100 for the full control effect; nearly all actives have a fitted effect of over 55% in size
Target sequence (Q14191 whole entry, looked up): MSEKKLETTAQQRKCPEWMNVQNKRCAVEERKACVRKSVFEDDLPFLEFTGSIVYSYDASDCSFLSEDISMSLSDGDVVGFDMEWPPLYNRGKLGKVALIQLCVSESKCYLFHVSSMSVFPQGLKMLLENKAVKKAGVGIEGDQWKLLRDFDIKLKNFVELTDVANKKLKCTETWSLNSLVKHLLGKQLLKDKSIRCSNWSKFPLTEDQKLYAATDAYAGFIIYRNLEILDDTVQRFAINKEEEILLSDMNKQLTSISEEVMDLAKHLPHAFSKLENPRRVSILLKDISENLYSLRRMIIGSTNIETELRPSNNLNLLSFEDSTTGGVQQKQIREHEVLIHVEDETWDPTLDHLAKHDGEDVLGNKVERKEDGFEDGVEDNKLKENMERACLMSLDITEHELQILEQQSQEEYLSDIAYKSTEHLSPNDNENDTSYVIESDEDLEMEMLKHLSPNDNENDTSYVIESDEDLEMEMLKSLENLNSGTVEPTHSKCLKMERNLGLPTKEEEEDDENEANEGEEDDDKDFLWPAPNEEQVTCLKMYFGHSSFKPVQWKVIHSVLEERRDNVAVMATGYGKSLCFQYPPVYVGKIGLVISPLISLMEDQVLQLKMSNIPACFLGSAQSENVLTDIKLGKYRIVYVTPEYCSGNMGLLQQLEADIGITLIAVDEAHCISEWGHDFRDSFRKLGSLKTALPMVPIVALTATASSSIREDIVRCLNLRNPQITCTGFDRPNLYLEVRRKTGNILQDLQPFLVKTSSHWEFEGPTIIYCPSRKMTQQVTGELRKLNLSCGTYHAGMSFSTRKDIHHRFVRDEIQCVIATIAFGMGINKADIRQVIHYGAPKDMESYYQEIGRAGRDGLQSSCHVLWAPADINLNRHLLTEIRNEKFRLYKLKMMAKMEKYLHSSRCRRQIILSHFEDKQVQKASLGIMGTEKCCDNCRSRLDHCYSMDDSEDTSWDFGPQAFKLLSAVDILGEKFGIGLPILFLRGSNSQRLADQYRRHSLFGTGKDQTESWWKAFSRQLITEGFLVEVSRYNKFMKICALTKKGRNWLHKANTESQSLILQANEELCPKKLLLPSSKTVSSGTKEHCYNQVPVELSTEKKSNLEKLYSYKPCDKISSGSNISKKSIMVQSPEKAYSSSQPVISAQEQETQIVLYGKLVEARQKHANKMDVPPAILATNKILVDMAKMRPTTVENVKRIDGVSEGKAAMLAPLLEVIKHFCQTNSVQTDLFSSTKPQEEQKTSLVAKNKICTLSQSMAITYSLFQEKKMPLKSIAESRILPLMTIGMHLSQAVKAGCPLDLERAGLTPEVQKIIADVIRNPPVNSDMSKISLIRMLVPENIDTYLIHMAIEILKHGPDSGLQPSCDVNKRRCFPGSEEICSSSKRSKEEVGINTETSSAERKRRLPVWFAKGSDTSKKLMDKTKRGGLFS
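Kinetic red-fluorescence monitoring (525/598 nm) tracks WRN helicase activity after 100 nM fluorophore-quencher forked duplex and 2 mM ATP are added to 20 nM enzyme pretreated 15 min at room temperature with compound.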
* marks the source's active call; other numbers are inactive results; ? = inconclusive; nt = not tested or not shown; [ ] = another dose, or the depositor's remark. Unless noted, calls come from the whole dose curve; as a rule, active = well fitted curve in the direction sought with a large enough effect; inconclusive = small, poorly fitted or top-dose-only effect, or another doubt; inactive = no such curve, though single readings can be large; an effect the other way counts as inactive or inconclusive.

Order of values: IL-2 act	EPAC1 agonist	PI5P4Ka inh	PLK1 PBD block	EPAC1 antagonist	WRN inhibitor	FUS yeast rescue	Abeta yeast res
CN(C)c1ccc(/C=C(/NC(=O)c2ccccc2)C(=O)N2CCCC2)cc1
  -0.5	5%	-9	16%	2%	-1%	10%	-12%
O=C(OCC(=O)N1CCOCC1)c1ccc2[nH]c3c(c2c1)CCCC3
  -1.2	-3%	5	5%	-2%	-1%	-21%	7%
Cc1cccc(NC(=O)CN2C(=O)CSC2=O)c1
  0.5	-5%	4	-14%	-5%	0%	-3%	-10%
COc1ccc(-c2ccc3c(c2)S(=O)(=O)c2cccc(C(=O)NC[C@@H]4CCCO4)c2C3=O)cc1OC
  -0.4	-6%	-9	0%	-28%	-14%	1%	-11%
N#Cc1cn(-c2ccccc2)nc1-c1cc2ccccc2oc1=O
  -0.5	-6%	-23	?	-18%	-20%	?	5%
CCOc1ccc(N2C(=O)c3ccc(C(=O)OCC(=O)N(CC)C4CCS(=O)(=O)C4)cc3C2=O)cc1 (stereo not drawn)
  2.1	-20%	1	-4%	-24%	-25%	?	4%
COc1ccc(-c2ccc(C(=O)NCc3ccc(N(C)C)cc3)c3occc23)c(C)c1
  -0.4	-8%	6	-5%	1%	4%	42%	0%
CN(C(=O)CSc1nnnn1-c1ccccc1)C1CCCCC1
  1.0	-10%	0	0%	10%	1%	-13%	-15%
CCCOc1ccc(-c2csc3ncn(Cc4ccc(C(=O)O)cc4)c(=O)c23)cc1
  -2.0	-7%	2	-13%	-20%	-1%	-8%	-53%[inhibitor]
COc1cccc(CNc2ccc(F)c([N+](=O)[O-])c2)c1O
  -4.9	-7%	2	-4%	?	-12%	-4%	?
COc1ccccc1Cn1c(C)c(C(=O)NCc2ccco2)sc1=O
  1.0	-6%	0	0%	-4%	6%[57.1 µM]	1%	-4%
COc1ccc(C(=O)COc2ccccc2C#N)cc1
  -3.2	-1%	-9	-15%	-29%	?	36%	-3%
CN=C1SC(CC(=O)Nc2sc(C)c(C)c2C(=O)OC)C(=O)N1C (stereo not drawn)
  -0.4	9%	nt	-6%	6%	-3%	0%	13%
CCOC(=O)C1C(=O)CC(C)(O)C(C(=O)OCC)C1c1ccc(OC)cc1 (stereo not drawn)
  -0.6	4%	2	0%	4%	4%	3%	13%
CCCOc1ccc(/C=N/Nc2ccccc2[N+](=O)[O-])c(O)c1
  0.0	-2%	-11	2%	6%	-4%	-3%	9%
Cc1nn(CC(=O)NCCN2CCOCC2)c(C)c1[N+](=O)[O-]
  0.1	-3%	3	1%	1%	1%	-2%	10%
Cc1ccc2nc(SCc3cn4cccnc4n3)[nH]c2c1
  -0.4	-5%	-12	27µM*	-2%	-12%	nt	-6%
CC(=O)c1ccc(Nc2cc(C)nc3c(C)cccc23)cc1
  0.2	-8%	1	-8%	-13%	-1%	15%	-7%
Clc1cccc(Cl)c1C1=NOC(c2nnc(-c3ccccc3)o2)C1 (stereo not drawn)
  -0.5	-3%	-3	2%	-13%	2%	0%	-7%
CC(=O)N1C(=O)c2cccc3cccc(c23)C(=O)N1C(C)=O
  2.4	0%	3	-13%	7%	15%	-6%	19%
COc1ccc(OCC(=O)Nc2sc3c(c2C(=O)NCC2CCCO2)CCC3)cc1 (stereo not drawn)
  1.4	8%	nt	-7%	0%	-1%	8%	13%
Cc1cccc(N(C)S(=O)(=O)c2cc3c(cc2C)n(C)c(=O)c(=O)n3C)c1
  3.0	-10%	7	-1%	-15%	-6%	-13%	-11%
CCCN(CC(=O)Nc1ccccc1C)C(=O)c1ccc2c(c1)OCO2
  4.0	-2%	-5	6%	5%	9%	nt	-2%
CNc1nc(-c2ccccn2)nnc1-c1ccccc1
  -3.7	5%	-1	-9%	5%	0%	6%	?
CN(C(=O)c1ccc(NC(=O)Cc2ccc(NC(=O)C3CCN(C(=O)C4CCCCC4)CC3)cc2)cc1)C1CCCC1
  0.0	-3%	-1	-2%	4%	-3%	?	10%
COc1cc(/C=N/N=C(\N)c2nonc2N)cc(OC)c1OC
  -0.4	2%	0	-8%	7%	2%	15%	-9%
N#CC(c1nc2ccccc2nc1N1CCCC1)S(=O)(=O)c1cccs1 (stereo not drawn)
  2.1	0%	nt	?	-6%	-34%	37%	-1%
O=C(N/N=C/C=C\c1ccccc1[N+](=O)[O-])c1ccco1
  0.8	3%	0	-16%	-10%	4%	-3%	-9%
COc1cc(CCC(=O)OCC(=O)Nc2ccccc2C(C)C)cc(OC)c1OC
  0.4	10%	2	-2%	2%	-3%	-1%	20%
Cc1nc2c(C(=O)NCCC3=CCCCC3)c[nH]n2c(=O)c1Cl
  -2.2	-7%	nt	24µM*	-1%	-18%	6%	-10%
O=C(CN(Cc1cccs1)C(=O)CCC(=O)Nc1nccs1)NCc1ccccc1
  -2.1	5%	nt	-2%	7%	-6%	-3%	13%
O=S1(=O)C[C@@H](N2CCN(CCO)CC2)[C@H](COCc2ccccc2)N1
  0.3	3%	-2	-15%	-25%	-4%	-10%	-18%
CCOC(=O)c1c(-c2cccs2)csc1NC(=O)CC(C)C
  -0.8	-2%	14	-6%	-2%	4%	23%	-5%
O=C(CN(C(=O)c1csnn1)c1ccc(Cl)cc1)NCc1ccc2c(c1)OCO2
  3.2	-12%	1	3%	1%	-3%	7%	-18%
Cc1ccc(Cl)cc1NC(=O)CCn1cccc1
  -0.2	13%	-20	-9%	11%	-1%	41%	-3%
COc1cccc(CN2CCC(n3nccc3NC(=O)CCCc3ccccc3)CC2)c1O
  0.5	9%	0	-2%	-24%	-5%	5%	-4%
COc1ccc(-c2cccc(NS(=O)(=O)c3cc([N+](=O)[O-])ccc3C)c2)nn1
  0.1	0%	-23	-4%	-10%	-17%	27%	5%
Cn1c(=O)c(C(=O)Nc2ccccc2S(N)(=O)=O)c(O)c2ccccc21
  2.5	-2%	-3	-3%	0%	9%	22%	-22%
O=c1sc(N2CCN(c3ccc(F)cc3)CC2)nc2ccsc12
  8.9	4%	11	0%	-4%	-7%	-16%	-6%
COc1ccc(C2C(C(C)=O)=C(O)C(=O)N2c2nccs2)c(OC)c1 (stereo not drawn)
  -0.2	3%	-1	-11%	-5%	4%	15%	-1%

Brought forward from above: two compounds, followed by the next part.
Order of values: IL-2 act	EPAC1 agonist	PI5P4Ka inh	PLK1 PBD block	EPAC1 antagonist	WRN inhibitor	FUS yeast rescue	Abeta yeast res
O=c1sc(N2CCN(c3ccc(F)cc3)CC2)nc2ccsc12
  8.9	4%	11	0%	-4%	-7%	-16%	-6%
COc1ccc(C2C(C(C)=O)=C(O)C(=O)N2c2nccs2)c(OC)c1 (stereo not drawn)
  -0.2	3%	-1	-11%	-5%	4%	15%	-1%
Cn1c(=O)n(Cc2ccccc2Cl)c(=O)c2c1[nH]c(=S)n2C
  1.7	9%	-56*	17µM*	-4%	?	5%	?
COc1ccc(OCCC(=O)OCC(=O)Nc2cccc(Br)c2)cc1
  0.1	5%	6	-2%	?	-17%	24%	10%
COc1ccc(NC(=O)c2ccco2)cc1NC(=O)c1ccc(C)cc1
  1.1	2%	3	-2%	-26%	-1%	-6%	-1%
Cc1[nH]n(-c2ccccc2)c(=O)c1N=Nc1ccc(F)cc1
  -2.7	-17%	0	1%	-1%	-10%	-11%	-3%
O=C1CC(C(=O)NC2CCCCC2)C(c2ccccc2)O1 (stereo not drawn)
  0.8	-11%	2	-2%	11%	-11%	-10%	-12%
C=CCSC1=C(C#N)C(c2ccccc2OCC)CC(=O)N1 (stereo not drawn)
  -0.7	-3%	nt	-5%	-2%	-2%	6%	12%
Cc1cccc(N2CCN(S(=O)(=O)c3ccc4[nH]c(=O)ccc4c3)CC2)c1C
  -2.8	-9%	-2	2%	5%	-7%	-7%	8%
Cc1nc(N2CCOCC2)c(C#N)c(C)c1Br
  -1.3	10%	0	2%	-9%	0%	-15%	-14%
CCC1=C/C(=C/c2sc3ccccc3[n+]2CC)CC(C)(C)C1
  -0.6	5%	?	21µM*	-3%	?	20%	-11%
CC/C(=N\NC(N)=O)c1ccc(OC)c(OC)c1
  -0.3	3%	-4	-1%	13%	-24%	-11%	5%
Cc1ccc(NC(=O)CSc2nnc(C)n2CC2CCCO2)cc1 (stereo not drawn)
  -0.2	6%	0	-15%	0%	-3%	3%	-15%
O=C(CC(Sc1n[nH]c(-c2ccccc2)n1)c1ccccc1)NCc1ccccc1 (stereo not drawn)
  -3.8	-18%	6	-9%	1%	4%	nt	-17%
O=c1c2cc(Cl)ccc2nc(-c2ccc(Cl)c(Cl)c2)n1O
  -0.7	17%	-4	-13%	21%	0%	-8%	-35%[inhibitor]
COC(=O)c1ccc(N2CCCCC2)c(N)c1
  -2.3	-5%	4	-5%	15%	2%	-9%	-5%
COc1ccc(CCNC(=O)C2CCN(S(=O)(=O)c3ccc4nc5c(c(C(=O)O)c4c3)CCCC5)CC2)cc1OC
  -2.6	-4%	-1	-8%	13%	-19%	28%	0%
Cc1ccc(S(=O)(=O)NCC(=O)Nc2ccc3c(c2)OCCO3)cc1
  -3.1	10%	-5	5%	4%	-1%	-2%	7%
Cc1ccc(Cc2c(-c3ccc(Br)cc3)nc3cc(C)ccn23)cc1
  -1.1	2%	2	0%	2%	-1%	6%	-31%[inhibitor]
CC1CN(c2ccc([N+](=O)[O-])cc2F)CCN1C(=O)c1ccco1 (stereo not drawn)
  0.3	-6%	0	-5%	3%	-5%	nt	-22%
CN(C)c1nc(N(C)C)n(C(=O)c2cccs2)n1
  0.5	12%	-8	-13%	-24%	-7%	11%	-5%

Source: PubChem (National Center for Advancing Translational Sciences (NCATS))
